MITF act: MITF TRPM1 promoter activation in melanoma cells; SK-MEL-5 TRPM1-promoter luciferase, 24 h; % of positive control, neutral wells = 0; activation, % at 12.5 µM; AID 588334; actives 0.75% (n = 300,000);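 active = mean activation of at least 80% with every replicate also reaching 80%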;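 note: 0% = neutral control wells and 100% = parthenolide positive control wells; values of inactives mirror those of a sister screen read the other way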
NSD2 HMT inh: blocks human histone methyltransferase NSD2. O96028. NSD2 peptide methylation, AlphaScreen, 120 min. inhibition, % at 12.5 µM. actives 0.54% (n = 310,000). AID 743445; in the data active = inhibition above about 50%
HTR5A ag ctr: counter-screen for OPRM1-OPRD1 agonists: human HTR5A agonism; HTR5A agonist assay, luminescence, cell-based; P47898; actives 0.61% (n = 340,000); activation, % at 9.3 µM; in the data active = activation mostly above about 9.5%, no sharp cut-off; inactive = mostly below about 7.6%;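 note: 0% = cells with vehicle only and 100% = reference agonist; strong numbers were not always called active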
Target sequence (P47898 whole entry, looked up): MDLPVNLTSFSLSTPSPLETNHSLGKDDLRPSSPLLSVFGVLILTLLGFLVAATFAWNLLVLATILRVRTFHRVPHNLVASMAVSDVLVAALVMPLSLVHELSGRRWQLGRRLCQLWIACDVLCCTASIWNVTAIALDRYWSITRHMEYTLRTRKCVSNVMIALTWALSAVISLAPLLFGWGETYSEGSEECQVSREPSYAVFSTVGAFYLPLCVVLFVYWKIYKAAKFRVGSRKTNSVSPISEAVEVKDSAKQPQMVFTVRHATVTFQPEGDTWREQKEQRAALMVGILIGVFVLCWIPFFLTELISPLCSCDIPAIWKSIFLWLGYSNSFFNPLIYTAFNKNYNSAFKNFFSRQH
PvdQ inh: blocks Pseudomonas aeruginosa PvdQ acylase activity. actives 0.063% (n = 340,000). AID 488965. inhibition, % at 10 µM. purified PvdQ acylase, fluorescence plate reader; in the data active = inhibition above about 30%, passing the limit was not always enough;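 note: 0% = vehicle neutral wells and 100% = reference inhibitor wells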
V-ATPase pH: alters yeast V-ATPase proton transport; actives 0.37% (n = 350,000); S. cerevisiae, pHLuorin cytosolic pH fluorescence; AID 504577; response, % at 10 µM; in the data active = response mostly above about 7.3%, no sharp cut-off; inactive = mostly below about 5.4%; note: actives read high; inactives centre near 0; some compounds called inactive have numbers as strong as hits; reference of the scale not given here
Wnt act: activates Wnt/beta-catenin signaling in a reporter cell assay; actives 1.2% (n = 300,000); activator, plate reader; activation, % at 9.35 µM; in the data active = activation above about 30%, passing the limit was not always enough;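 note: 0% = neutral control wells and 100% = positive control wells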
SR-BI DiI inh: blocks mouse SR-BI lipid uptake from DiI-HDL; AID 488896; ldlA[mSR-BI] CHO cells, DiI-HDL uptake fluorescence, 3 h; Q61009; actives 0.96% (n = 320,000); inhibition, % at 12.5 µM;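 active = mean replicate inhibition of at least 70% and a set share of replicates each scoring 70 or more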;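 note: 0% = median of neutral control wells and 100% = median of positive control wells; values of inactives mirror those of a sister screen read the other way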
Target sequence (Q61009 whole entry, looked up): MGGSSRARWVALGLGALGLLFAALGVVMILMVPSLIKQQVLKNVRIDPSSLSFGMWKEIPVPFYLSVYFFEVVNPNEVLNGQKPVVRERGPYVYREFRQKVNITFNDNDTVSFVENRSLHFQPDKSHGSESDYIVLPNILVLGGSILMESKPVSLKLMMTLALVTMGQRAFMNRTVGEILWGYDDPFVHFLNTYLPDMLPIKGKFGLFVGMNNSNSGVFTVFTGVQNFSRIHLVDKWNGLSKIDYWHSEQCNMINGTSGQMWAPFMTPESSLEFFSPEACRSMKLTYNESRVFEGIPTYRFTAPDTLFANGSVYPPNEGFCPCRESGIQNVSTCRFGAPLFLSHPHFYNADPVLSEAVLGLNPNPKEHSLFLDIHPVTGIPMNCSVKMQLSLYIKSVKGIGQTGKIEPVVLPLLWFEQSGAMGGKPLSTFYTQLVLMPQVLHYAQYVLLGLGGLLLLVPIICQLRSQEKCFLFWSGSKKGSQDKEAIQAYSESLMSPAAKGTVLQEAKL
HTR5A inv ctr: inverse agonist of human HTR5A in OPRM1-OPRD1 counter-screen. HTR5A cell line, luminescence, inverse agonism. inhibition, % at 9.3 µM. actives 0.083% (n = 340,000); in the data active = inhibition mostly above about 23%, no sharp cut-off; inactive = mostly below about 18%;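 note: 0% = cells with DMSO and 100% = no-cell wells with DMSO; some compounds called inactive have numbers as strong as hits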
dFosB activator: enhances mouse delta FosB homodimer DNA binding | purified delta FosB, TAMRA-CDK5 oligo fluorescence polarization; percent of positive-control signal above neutral wells | actives 0.99% (n = 340,000) | activation, % at 25 µM;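 active = mean activation above about 17%, with every replicate also reaching it, limit read from the data, passing the limit was not always enough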;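 note: fluorescence polarization rise as delta FosB binds a TAMRA Cdk5 AP-1 oligo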
CDK5 p35 inh: CDK5/p35 (human) kinase inhibition | actives 0.01% (n = 330,000) | Recombinant CDK5/p35, ADP-Glo luminescence, 60 min | inhibition, % at 10 µM | Q00535+Q15078;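 active = highest replicate inhibition of at least 50% and at least 75% of replicates reaching 50%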;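 note: plate controls were DMSO neutral control for no effect and GW8510 at 10 µM for full effect; many of its hits are not listed in these tables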
* hit, by the source's call; / = no result given.

SMILES	MITF act	NSD2 HMT inh	HTR5A ag ctr	PvdQ inh	V-ATPase pH	Wnt act	SR-BI DiI inh	HTR5A inv ctr	dFosB activator	CDK5 p35 inh
COc1ccc(C(CNC(=O)c2oc3c(Cl)cccc3c2C)N2CCCC2)cc1 (stereo not drawn)	-2	0	-2	-6	-1	-5	13	6	8	-0.6
CNS(=O)(=O)c1ccc2ccccc2c1	3	/	-1	-3	-1	4	0	3	6	0.5
CC(N=Cc1cc([N+](=O)[O-])ccc1O)c1ccccc1 (stereo not drawn)	-5	-1	-5	-3	-5	-8	-8	13	-1	-1.1
Cc1ccc(S(=O)(=O)N[C@@H](CC(C)C)C(=O)NCc2ccco2)cc1	4	-2	1	-13	1	/	-20	15	-3	-1.1
CCN1CCN(c2ccc(S(=O)(=O)N3CCOCC3)cc2NC(=O)c2ccc(F)cc2Cl)CC1	-2	7	-4	-15	1	1	-20	13	-10	1.2
CC1CCC(C(C)C)C(OC(=O)C[n+]2cccc(C(N)=O)c2)C1 (stereo not drawn)	10	-1	-5	-5	-2	/	-25	-19	-3	-2.7
O=C(NCC(=O)N1CCN(C(=O)c2ccco2)CC1)c1ccc(Br)cc1	7	-1	-2	-6	-4	-2	10	7	5	-1.0
CN(C)c1ccc(N2C(=NC(=O)CC3CCCCC3)SC3CS(=O)(=O)CC32)cc1 (stereo not drawn)	-1	/	6	7	-1	-2	19	11	-12	-1.7
CCN(C(=O)Cn1c([N+](=O)[O-])cnc1C)c1ccccc1	/	0	6	-14	1	-3	6	-21	9	3.9
CC(C)(Oc1ccc(Cl)cc1)C(=O)Nc1ccc2oc(=O)ccc2c1	-8	-4	2	-3	2	-2	5	-10	-10	-2.0
CCc1nnc(NC(=O)CSc2ccc(-c3ccc(-n4cccn4)cc3)nn2)s1	82*	0	0	10	-2	28	4	-1	-12	3.0
COCCN(C(=O)COC(=O)C1CCC(C(C)(C)C)CC1)c1c(N)n(Cc2ccccc2)c(=O)[nH]c1=O (stereo not drawn)	-4	2	2	-6	-7	-5	4	-5	6	0.5
O=C(NCCCN1CCOCC1)c1ccc([N+](=O)[O-])cc1[N+](=O)[O-]	0	0	0	-8	0	-2	-8	-1	9	1.6
CCc1nc(N2CCN(Cc3ccc4c(c3)OCO4)CC2)c2oc3ccccc3c2n1	/	-2	-2	-9	-3	-3	-12	5	-5	-1.7
COc1ccc2c(C)cc(SC3CCOC3=O)nc2c1 (stereo not drawn)	11	-1	0	5	-1	-3	20	5	-2	0.7
CCCc1cc(=O)[nH]c(SCC(=O)NC2CCCCCCC2)n1	5	-1	-3	23	-4	-2	-8	10	-4	-1.0
S=c1[nH]nc(-c2ccncc2)n1/N=C/c1ccccc1	-3	-1	0	-2	-2	-2	-3	19	-2	-1.4
O=C(c1ccc(OC2CCN(C(=O)C3CC3)CC2)cc1)N(CCO)Cc1ccccc1	0	7	-2	-12	2	-1	/	-8	2	-0.9
O=C(NNC(=S)NCC1CCCO1)c1cc(Br)ccc1Cl (stereo not drawn)	-12	-1	-2	-7	0	-1	4	5	-3	2.7
O=C(N/N=C/c1ccccc1OCc1ccccc1)c1cccnc1	23	1	-7	-10	8	5	65	17	-23	-0.9
CCOC(=O)N1CCc2c(sc(NC(=O)CN3CCN(C)CC3)c2C(=O)Nc2ccccc2)C1	-1	3	-1	12	1	-1	11	3	-5	-1.9
CCC(=O)Nc1ccc(N2CCN(C(=O)c3cccs3)CC2)cc1	-19	-1	3	7	1	/	-26	-10	1	1.5
O=C(CN(Cc1ccc2c(c1)OCO2)C(=O)c1cnsn1)NC1CCCC1	8	1	2	2	-2	/	-1	-12	4	0.6
O=C(CCc1nc2ccccc2c(=O)[nH]1)Nc1cc(Cl)ccc1N1CCCCC1	-12	0	0	-11	-6	-8	31	0	-12	-0.9
O=C(Nc1ccc(N2CCOCC2)c(Cl)c1)c1ccco1	62	0	1	-7	-1	/	-4	9	-3	1.1
Cc1ccc(S(=O)(=O)NCC(=O)N2CCc3ccccc3C2)cc1	/	0	3	-12	1	3	1	-10	-4	-1.9
COC(=O)CCC(=O)Nc1cccc(Cl)c1	-2	-2	0	3	0	/	8	-6	2	1.6
Cc1cccc(CSCc2nnc(N)s2)c1	10	0	7	-13	-1	/	-25	-14	-10	0.1
N#C/C(=C/c1cccn1-c1cccc(C(=O)O)c1)c1ccc(Cl)cc1	-1	/	4	3	2	4	-5	-11	-4	0.7
O=C(CCC1CCCC1)N1CCN(C(=O)c2cccnc2)CC1	/	-3	6	-27	-2	-4	4	-13	0	0.7
O=C(NN=C1CCCCCCCCCCC1)c1cccc(S(=O)(=O)N2CCOCC2)c1	-7	-1	-2	-16	-1	0	-6	-17	-5	-0.5
O=C(CN1CCN(C(c2ccccc2)c2ccccc2)CC1)NCc1ccccc1	2	2	-2	-16	5	-1	-8	-36	-12	-3.1
CC(C)CNC(=O)c1ccccc1NC(=O)CN(c1ccccc1)S(=O)(=O)N(C)C	0	1	6	3	4	0	-14	-16	-6	-1.9
C=C(C)n1c(=O)n(Cc2ccc(C)cc2)c2ccccc21	1	-10	1	-13	0	0	10	-5	-2	-1.5
Cc1ccc(SCc2cc(=O)[nH]c(N3CCCCC3)n2)cc1	/	-2	3	-4	-2	1	/	-9	-1	1.0
CCOc1ccc(NC(=O)CCC(=O)c2ccc(-c3ccccc3)cc2)cc1	2	-4	2	-8	5	/	-11	-5	-6	-1.6
COc1ccc(C2Nc3ccccc3C(=O)N2NS(=O)(=O)c2ccccc2)cc1OC (stereo not drawn)	-9	-2	3	-8	4	0	4	-9	-10	-1.7
COc1ccc(N2C(=O)CCC(C(=O)NCCCN3CCC(C)CC3)C2c2ccc(OC)c(OC)c2)cc1 (stereo not drawn)	-4	-2	1	-19	3	-1	-1	24	-8	0.6
Cc1nn(-c2ccccc2)c2c1C1(C(=O)Nc3ccccc31)N1C(=N2)Sc2ccccc21 (stereo not drawn)	-3	/	-1	-4	-2	0	20	2	-11	1.0
CCOc1cc(/C=C2\SC(=O)N(c3ccc(O)cc3)C2=O)ccc1O	0	2	-2	-3	0	3	/	26	-18	0.4

Profiles, quoted from the list. Screens in order: MITF act, NSD2 HMT inh, HTR5A ag ctr, PvdQ inh, V-ATPase pH, Wnt act, SR-BI DiI inh, HTR5A inv ctr, dFosB activator, CDK5 p35 inh
`Cc1ccc(SCc2cc(=O)[nH]c(N3CCCCC3)n2)cc1` across the screens: /, -2, 3, -4, -2, 1, /, -9, -1, 1.0
`O=C(NN=C1CCCCCCCCCCC1)c1cccc(S(=O)(=O)N2CCOCC2)c1` across the screens: -7, -1, -2, -16, -1, 0, -6, -17, -5, -0.5

Following part:
SMILES	MITF act	NSD2 HMT inh	HTR5A ag ctr	PvdQ inh	V-ATPase pH	Wnt act	SR-BI DiI inh	HTR5A inv ctr	dFosB activator	CDK5 p35 inh
CCOC(=O)[C@H]1[C@H]2COc3ccccc3[C@@H]2N2C(=O)[C@@H](C)NC(=O)[C@@]12C	6	/	1	-5	2	-1	-3	5	-4	0.4
COc1ccc2c(C)cc(N3CCCCCC3)nc2c1	13	2	3	-5	0	-1	-2	17	-6	-1.9
N=c1sccn1CC(=O)Nc1ccc(Cl)cc1[N+](=O)[O-]	-8	5	3	-10	-4	-3	/	1	-3	0.9
COc1cc(/C=N/NS(=O)(=O)c2ccccc2)c(OC)c(OC)c1	-9	2	5	-17	-1	-3	-18	-18	-4	-0.1
Cc1ccsc1/C=N/n1c(-c2cc(-c3ccccc3)n[nH]2)n[nH]c1=S	/	3	-2	-17	1	8	/	-6	7	1.8
CC(C)(C)Nc1nc2nonc2nc1NC(C)(C)C	-6	-2	6	1	2	-1	6	2	-13	0.0
CN1/C(=C\C(=O)COC(=O)c2ccco2)C(C)(C)c2ccccc21	-7	-7	-4	-10	-2	-2	-8	10	1	0.6
COC(=O)c1cc(C(=O)OC)cc(N2C(=O)CC(NNC(=O)c3ccccc3Br)C2=O)c1 (stereo not drawn)	-3	1	-4	8	-1	/	8	22	-11	0.1
COc1ccc(/C=N/Nc2ncc(C(F)(F)F)cc2Cl)cc1OC	-8	-6	-1	-17	-3	-1	25	6	-16	0.7
C=C(C)[C@@H]1CC=C(CN2CCC(CCOC)(C(=O)OCC)CC2)CC1	1	-1	5	-3	4	0	-21	-12	-11	0.7

Records above shown as hits in MITF act.
Structure,MITF act,NSD2 HMT inh,PvdQ inh,V-ATPase pH,Wnt act,SR-BI DiI inh,dFosB activator,CDK5 p35 inh
CCc1nnc(NC(=O)CSc2ccc(-c3ccc(-n4cccn4)cc3)nn2)s1,82*,0,10,-2,28,4,-12,3.0

(next part)
SMILES	MITF act	NSD2 HMT inh	HTR5A ag ctr	PvdQ inh	V-ATPase pH	Wnt act	SR-BI DiI inh	HTR5A inv ctr	dFosB activator	CDK5 p35 inh
CC(C)(C)OC(=O)N(CCc1ccccc1)Cc1cccc(OCc2cccc(NC(=O)/C=C/c3ccccc3)c2)c1	13	/	4	2	-1	-2	44	-15	-8	-2.6
COc1ccc(NC(=O)NCCN2CCN(c3cc(OC)ccc3OC)CC2)cc1	/	0	4	-9	-1	-1	36	-15	1	-0.4
CSc1ccc(Cl)c(C(=O)N2CCN(CC(=O)N3CCCC3)CC2)c1	4	-2	2	-14	1	11	-3	-4	0	-1.4
CCO/C=C1/C(=O)N(Cc2ccccc2)C(=O)c2ccccc21	17	4	0	-7	6	-3	5	-27	3	0.8
CC(C)C(C(=O)O)N1C(=O)/C(=C/C=C/c2ccco2)SC1=S (stereo not drawn)	-10	/	0	2	6	/	-29	1	-8	-24
Cc1cc(-c2nc3cccnc3s2)ccc1NS(=O)(=O)c1ccc2c(c1)OCCO2	/	/	3	28	0	-1	-8	-59	-10	5.2
CC(=O)Oc1ccc(S(=O)(=O)c2ccc(OC(C)=O)cc2)cc1	-2	2	-3	-19	6	-1	4	7	-5	-4.1
COC(=O)c1ccnc(/C=N/O)c1	2	-3	-1	-11	5	/	3	3	3	0.8
c1ccc(CCN(Cc2ccccc2)Cc2nc(C3CC3)no2)cc1	-4	-1	1	0	/	-2	-10	-9	-1	-1.6
C[C@H](NC(=O)[C@H]1N2C(=O)c3ccccc3C2SC1(C)C)C(=O)N1CCCCC1 (stereo partly drawn)	-9	6	7	-7	-1	-2	-32	11	-4	-3.3
CC(=O)NC(=S)Nc1ccc([N+](=O)[O-])cc1C	10	0	-2	-6	-1	9	0	30	-5	-0.1
CCC(=O)NN1CCc2cc3ccc(C)cc3nc21	-6	-6	-1	-11	-3	1	-15	2	-2	-0.6
COc1ccc([N+](=O)[O-])cc1NC(=O)COC(=O)c1ccccn1	-9	/	0	-3	0	-3	-3	-1	-7	1.3
COc1ccc(-c2c(N)n[nH]c2C)cc1OC	5	-2	-1	-19	0	-3	-18	2	1	1.2
CCOC(=O)COc1ccc(S(=O)(=O)N2CCc3ccccc3C2)cc1	12	-2	2	-8	-1	-4	-18	-18	-4	-1.0
Nc1c(C(=O)NCc2ccc3c(c2)OCO3)c2nc3ccccc3nc2n1CCCN1CCOCC1	3	-10	-3	-22	-16	/	-24	8	-10	0.6
CC(C)Cc1nc(SCC(=O)Nc2nnc(CC(C)C)s2)n[nH]1	-4	/	2	-16	0	-2	-2	-7	-2	0.2
CCN(CC(=O)Nc1ccc2c(c1)OCCO2)C(=O)CCc1ccccc1Cl	/	0	-2	-8	-2	-3	1	4	-14	-1.3
Cc1ccc(-n2cc(CN(C)Cc3ncc[nH]3)c(-c3cccc(C)c3)n2)cc1	6	6	2	-24	-2	-1	21	-4	0	2.8
COC(=O)c1ccc(NS(=O)(=O)c2ccc3c(c2)oc(=O)n3C)cc1	/	/	-1	-3	-2	0	-15	4	3	0.2
COc1ccc(OC)c(NC(=O)COC(=O)[C@H](Cc2ccccc2)NC(=O)c2ccco2)c1	-5	0	-5	-13	-4	-2	19	4	-6	-0.5

Bioassay records (PubChem)
